Assay outcomes: PubChem BioAssay, National Center for Advancing Translational Sciences (NCATS)
HTT aggregate – mutant huntingtin aggregation inhibition; PC12 HttQ103-GFP aggregates, Acumen cytometry, 40 h; Potency, µM (doses to about 46.1 µM), for inactives: at the top dose activity change, negative = inhibition, actives largely listed as inhibitors; hit rate 1.1% among 220,000; AID 1688; also: % is scaled to controls: 0 for no effect and ±100 for the full control effect; nearly all actives have a fitted effect of over 60% in size
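Read-out: GFP aggregate count by laser scanning cytometer (488 nm excitation, 500-530 nm emission, 1–25 µm objects >6 SD above background). Cells: PC12, inducible HTTex1-Q103-GFP, 100 nM tebufenozide; compounds titrated.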
IMPase Li inh – cell-permeable IMPase inhibitors with lithium potentiation; AID 1457; Potency, µM (top dose mostly 59.4 µM), for inactives: top-dose activity, negative = IMPase inhibition, hits mostly inhibitors; CHO-M1 cells, IP1 TR-FRET (IP-One), carbachol + lithium; hit rate 0.35% among 210,000;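 also: IP1 builds up when IMPase is blocked and the TR-FRET signal falls; plate controls were basal vehicle for no effect and high inhibitor control for full effect; nearly all actives have a fitted effect of over 50% in size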
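IP1 accumulation measured by competitive TR-FRET in lysed CHO-M1 cells after 30 min compound exposure at 37C, with a small lithium addition to potentiate weak responses. Hill-equation AC50 from ratio and donor-channel data.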
aGlu spleen mod – inhibits or activates alpha-glucosidase in human spleen homogenate; Potency, µM (titrated, usually from 79.9 µM), for the others: at the highest dose activity change, negative = inhibition, most hits filed as inhibitors; human spleen homogenate, 4-MU-alpha-glucoside fluorescence; hit rate 0.006% among 240,000; P10253;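 also: 0% = enzyme with vehicle and -100% = no enzyme basal signal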
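Human spleen homogenate (1 ug) with 4-methylumbelliferyl-alpha-D-glucopyranoside (1 mM final) in 50 mM citrate/phosphate pH 5.0, 0.01% Tween-20; 40 min at 37 C. Stopped at pH 10; 4-MU fluorescence Ex 365/Em 440 nm; AC50 by Hill fit.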
GAA glycogen – inhibitors or activators of human alpha-glucosidase glycogen cleavage. hit rate 0.38% among 300,000. P10253. recombinant GAA, glycogen substrate, Amplex Red glucose oxidase fluorescence. AID 2100. Potency, µM (highest dose often 76.4 µM), for the others: at the top dose activity change, negative = inhibition, hits mostly inhibitors;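 also: 0% = full enzyme reaction and -100% = no-enzyme basal signal; the screen sought inhibitors and activators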
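Recombinant human alpha-glucosidase (4 nM final) hydrolysed bovine liver glycogen (30 ug) for 40 min at 37 C in pH 5.0 citrate/phosphate with 0.01% Tween-20. Released glucose detected by glucose oxidase/Amplex Red, Ex 573/Em 610 nm. Compounds up to 77 uM; AC50 from Hill fits.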
HTT cytoprotect – Huntington cell model cytoprotection by ATP luminescence | PC12 HTT-Q103 induced, cytoprotection, ATP luminescence, 40 h | hit rate 0.14% among 230,000 | Potency, µM (series often up to 56.4 µM), without a hit: cytoprotection (ATP increase), hits mostly activators;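 also: % of control where 0% means no effect; nearly all actives have a fitted effect of over 45% in size; toxic huntingtin expression switched on by the ecdysone agonist tebufenozide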
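ATP quantification (ATPlite) reports survival of PC12 cells in which tebufenozide, 100 nM final, switches on Htt exon 1 with 103 glutamines linked to GFP; compounds are titrated.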
GAA inhib – blocks human lysosomal alpha-glucosidase. P10253. purified human GAA, 4-MU-alpha-glucoside fluorescence. Potency, µM (doses to about 76.9 µM), without a hit: top-dose activity change, negative = inhibition, hits mostly inhibitors. hit rate 0.005% among 200,000;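 also: plate controls were uninhibited enzyme wells for no effect and no-enzyme background for full effect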
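Read-out is 4-methylumbelliferone fluorescence (Ex 365/Em 440 nm) after NaOH/glycine stop at pH 10. Enzyme 4 nM, substrate 400 uM, pH 5.0 citrate buffer, 20 min room temperature; AC50 from Hill-equation concentration-response.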
GoLoco inh red – inhibitors of human Gai1-RGS12 GoLoco interaction (red fluorophore) | P63096 | Gai1:RGS12 GoLoco peptide FP, rhodamine, 10 min | Potency, µM (doses to about 61.6 µM), for inactives: top-dose activity, negative = inhibition, actives largely listed as inhibitors | hit rate 0.44% among 230,000; active = well fitted inhibition curve with a large enough effect, not every such curve was filed as active; inactive = no such curve, though single readings can be large or run the other way; also: % is scaled to controls: 0 for no effect and ±100 for the full control effect; nearly all actives have a fitted effect of over 30% in size; many of its hits are not listed in these tables
Target sequence (P63096 whole entry, looked up): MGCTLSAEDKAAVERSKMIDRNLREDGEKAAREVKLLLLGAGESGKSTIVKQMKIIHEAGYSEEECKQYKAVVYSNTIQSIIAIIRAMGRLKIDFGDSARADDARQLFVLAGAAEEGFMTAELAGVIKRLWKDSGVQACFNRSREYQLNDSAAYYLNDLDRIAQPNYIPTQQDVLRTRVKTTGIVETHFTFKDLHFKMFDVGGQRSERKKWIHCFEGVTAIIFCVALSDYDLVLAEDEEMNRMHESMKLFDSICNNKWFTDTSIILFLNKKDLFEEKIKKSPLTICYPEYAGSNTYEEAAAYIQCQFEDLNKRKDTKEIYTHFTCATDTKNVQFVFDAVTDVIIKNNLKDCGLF
Active calls of the source: *; ? = inconclusive; · = no result given; & = joins results of further samples; [ ] = dose if it differs, or a comment. Unless noted, calls follow the shape of the dose curve; as a rule, active = well fitted curve in the direction sought with a large enough effect; inconclusive = small, poorly fitted or top-dose-only effect, or another doubt; inactive = no such curve, though single readings can be large; an effect the other way counts as inactive or inconclusive. Potency is read from the fitted curve at half-maximal effect.

SMILES	HTT aggregate	IMPase Li inh	aGlu spleen mod	GAA glycogen	HTT cytoprotect	GAA inhib	GoLoco inh red
O=C1C2C(c3cccc(/C=C/c4ccccc4)c3)CC=CC2C(c2ccc3ccccc3c2)N1Cc1ccccc1 (configuration not stated)	-22%[9.22 µM]	·	-7%&-2%	6%	-34%[inhibitor][10 µM]	·	3%
COCCn1c(SCc2nc(N)nc(Nc3ccccc3C)n2)nc2ccccc2c1=O	19%	-7%[38.3 µM]	1%	7%	-26%	-8%	3%
COc1ccc(CCNC(=O)C2CC(=O)N(C3CCCCCCC3)C2)cc1OC (configuration not stated)	-8%	4%[38.3 µM]	10%	-11%	5%	-8%	6%
Cc1ccnc(N/N=C/c2ccco2)n1	-14%	3%[38.3 µM]	-5%	25%	-51%[inhibitor]	-1%	4%
CCOC(=O)c1c(-c2ccccc2)oc2ccc(OCC)cc12	-1%	-3%	-1%	5%	·	7%	5%
COc1c(C)cc(C(=O)C2CCCN(C(=O)c3ccc4cc[nH]c4c3)C2)cc1C (configuration not stated)	-1%[9.22 µM]	9%	2%	4%	6%[10 µM]	-2%	0%
CCN(CC)C(=O)CSc1nnc(-c2cccs2)n1Cc1ccco1	-5%	-12%[38.3 µM]	-7%	-9%	-12%	-2%	8%
O=C(NCc1ccccc1)c1onc(CSc2ccc(Cl)cc2)c1C(=O)NCc1ccccc1	11%[9.22 µM]	·	7%	-4%	15%[10 µM]	·	-2%
Cc1cc(C)c2cc(CN(CCO)Cc3nnnn3Cc3ccc(F)cc3)c(=O)[nH]c2c1	-9%	30%[38.3 µM]	0%	-17%	-12%[10 µM]	-4%	6%
Cc1ccc(C(=O)Nc2cnc3sc(C)nn3c2=O)cc1	4%	8%[38.3 µM]	2%	4%	-7%	-2%	9%

Three compounds from above, ordered by count of non-hydrogen atoms, descending:
SMILES	HTT aggregate	IMPase Li inh	aGlu spleen mod	GAA glycogen	HTT cytoprotect	GAA inhib	GoLoco inh red
O=C(NCc1ccccc1)c1onc(CSc2ccc(Cl)cc2)c1C(=O)NCc1ccccc1	11%[9.22 µM]	·	7%	-4%	15%[10 µM]	·	-2%
Cc1ccc(C(=O)Nc2cnc3sc(C)nn3c2=O)cc1	4%	8%[38.3 µM]	2%	4%	-7%	-2%	9%
Cc1ccnc(N/N=C/c2ccco2)n1	-14%	3%[38.3 µM]	-5%	25%	-51%[inhibitor]	-1%	4%

Remaining list, next part
SMILES	HTT aggregate	IMPase Li inh	aGlu spleen mod	GAA glycogen	HTT cytoprotect	GAA inhib	GoLoco inh red
CN(Cc1ccccc1)c1nc2c(c(=O)[nH]c(=O)n2C)n1CCCSc1ncccn1	12%	-6%[38.3 µM]	-11%	11%	-28%	-9%	-6%
O=C1c2ccccc2C(Nc2ccc(-c3nc4ccccc4[nH]3)cc2)N1Cc1ccco1 (configuration not stated)	-23%	38%[activator][38.3 µM]	1%	-4%	-5%[10 µM]	6%	6%
c1cncc(-c2nc(NCc3ccc4c(c3)OCO4)c3ccccc3n2)c1	2%[9.22 µM]	·	0%	-3%	21%[10 µM]	·	-3%
CN(C)c1ccc(-n2cccc2/C=C/[N+](=O)[O-])cc1	25µM*	13%	-3%	-3%	-87%[inhibitor]	3%	12%
CC(=O)C1=C(C)NC(SCC(=O)c2ccc(Cl)cc2)=C(C#N)C1c1ccco1 (configuration not stated)	8%	26%[38.3 µM]	-7%	-6%	6%	-7%	45%[activator]
CN(C(=O)COc1cc(=O)n(C)c2ccccc12)c1ccc(Cl)cc1	14%	7%[38.3 µM]	4%	8%	-16%	-3%	1%
O=S(=O)(Nc1cc2nc3ccccc3nc2n1Cc1ccccc1)c1ccc(Cl)cc1	?	-17%	-17%	-7%	-44%[10 µM]	0%	11%
CCCCn1c(N(CCOC(C)=O)C(C)=O)nc2ccccc21	-3%	·	0%	8%	14%	7%	·
COc1ccc(/C=N/Nc2nc(Nc3ccccc3)nc(N3CCCC3)n2)cc1[N+](=O)[O-]	?	5%	1%	-6%	-132%[inhibitor]	2%	1%
O=C(c1ccc2c(c1)OCO2)N(CC1CCCO1)C1(C(=O)NC2CCCCC2)CCCCC1 (configuration not stated)	2%	1%[38.3 µM]	-2%	6%	-16%	-10%	-20%
Cn1ncc(C(N)=O)c1NC(=S)NC(=O)c1ccc(Br)o1	1%	-9%	-1%	-11%	-27%	-1%	9%
Nc1nc(-c2ccc(C(=O)O)cc2)cs1	5%	-2%	5%	-3%	-32%	4%	11%
COc1ccc(N2C(=O)C3CCCN3C2c2ccc(C)o2)cc1 (configuration not stated)	19%	4%	-1%	4%	-25%	-5%	27%
CCCCC(=O)Nc1nn(CCC)c2nc3ccccc3cc12	-7%	7%[38.3 µM]	-1%	-5%	-12%	-4%	9%
COC(=O)c1cccc(COC(=O)c2ccc(CS(=O)(=O)c3ccc(C)cc3)cc2)c1	22%	-17%[38.3 µM]	-2%	3%	-15%	6%	-2%
CSCCC(NC(=O)c1ccco1)C(=O)OCC(=O)Nc1ncc(Cl)c(C)c1Cl (configuration not stated)	5%	-8%[38.3 µM]	0%	14%	-10%	4%	-1%
COCc1nc(-c2ccc(-c3ccc(C)cc3)nc2OC)no1	-22%	-4%[38.3 µM]	-4%	8%	-12%	-4%	16%
O=c1cc(COc2ncnc3ccccc23)nc2sccn12	-5%[9.22 µM]	·	3%	9%	-4%[10 µM]	·	3%
NCCCCNS(=O)(=O)c1ccc2c(Cl)cccc2c1	·	8%	0%	·	-21%	·	-1%
COc1ccc(C(=O)NNC(=O)C(NC(=O)c2ccccc2NC(=O)c2ccco2)C(C)C)cc1 (configuration not stated)	13%	-9%	0%	5%	15%[10 µM]	8%	11%
COc1ccccc1/C=C/C1NC(=O)NC(C)=C1C(=O)OC(C)C (configuration not stated)	10%[9.22 µM]	11%	1%	2%	3%[10 µM]	13%	2%
O=C(N1CCCCC1)N1CCCN(C(=O)N2CCCCC2)CC1	-16%	25%[38.3 µM]	0%	·	6%[0.074 µM]	-15%	6%
Cn1ccnc1C(O)c1ccccc1 (configuration not stated)	3%	0%	0%	11%	-23%	-3%	-13%
Cc1cc(C)c(C#N)c(SCc2nc3ccccc3c(=O)[nH]2)n1	1%	12%	-4%	-9%	-99%[inhibitor]	1%	2%
Cc1ccc(CNCCNCCO)s1	19%	-1%	-21%	31%	·	-7%	4%
O=[N+]([O-])c1cc(Oc2cccnc2)cc([N+](=O)[O-])c1	?	-3%	-4%	-12%	·	-2%	-8%
CC12CCC(C(=O)NCc3ccccc3Cl)(C(Br)C1=O)C2(C)C (configuration not stated)	19%	0%	-6%	-6%	-1%[10 µM]	-6%	7%
O=C(O)COc1ccccc1C1C2C(=O)N(c3ccc(F)cc3)C(=O)C2ON1c1ccccc1 (configuration not stated)	1%	2%[38.3 µM]	1%	5%	5%	-18%	2%
Cc1cc(-c2nnc(CCC(=O)N(CC3CCC3)CC3CCCO3)o2)no1 (configuration not stated)	-19%[9.22 µM]	11%	6%	-8%	-2%[10 µM]	?	0%
O=C(NC12CC3CC(CC(C3)C1)C2)N1CCC(O)(c2ccc3c(c2)OCO3)CC1	-21%	24%[38.3 µM]	-8%	8%	-4%	-10%	-15%
Cc1cc(NC(=O)c2noc3c2CCCCC3)nn1Cc1ccc(Cl)cc1	2%	7%[38.3 µM]	0%	5%	4%	0%	-1%
CC(C)n1c(=NC(=O)c2ccco2)c(C#N)cc2c(=O)n3ccccc3cc21	2%	-2%	?	3%	-2%[10 µM]	?	-6%
C=CCOc1c(Cl)cc(/C=N/O)cc1OC	4%[9.22 µM]	4%[38.3 µM]	3%	1%	-14%	2%	-6%
O=C(NCC(=O)N1CCCC1)c1cccs1	4%	-3%[38.3 µM]	-8%	-3%	-21%[0.074 µM]	-4%	0%
Cc1cc(C)n(-c2nc(C(F)(F)F)nc3ccccc23)n1	11%	15%	3%	-2%	·	2%	3%
COc1ncc2nc(-c3cccs3)c(=O)n(C)c2n1	·	-7%	?	·	11%	·	-6%
CCOC(=O)c1c(C)n(C)c2ccc(OC)c(NS(=O)(=O)CC)c12	1%	7%	-20%	-8%	-8%[10 µM]	-1%	6%
COC1=CC(=O)CC(C)C12Oc1c(Cl)c(OC)cc(OC)c1C2=O (configuration not stated)	?	1%&1%	-5%&4%	1%	-10%[1.9 µM]	-2%[15.4 µM]	5%&-1%
CCOC(=O)N1CCN(C(c2ccc(C)cc2)c2sc3nc(C)nn3c2O)CC1 (configuration not stated)	7%[9.22 µM]	·	-3%	6%	4%[10 µM]	·	3%
O=C(NCc1ccccn1)C1CCCCC1	-1%	-2%	4%	5%	-3%	-2%	5%
O=c1c2cccnc2[nH]c(=S)n1CCCN1CCN(c2ccc(F)cc2)CC1	7%	3%	-8%	5%	-10%[10 µM]	1%	-53%
CCN1C(=O)C(O)(CC(=O)/C=C/C=C/c2ccccc2)c2ccccc21 (configuration not stated)	10%	12%[38.3 µM]	6%	5%	-23%	0%	16%
COc1cccc(NC(=O)COC(=O)c2cc(S(=O)(=O)N3CCOCC3)ccc2C)c1	6%[9.22 µM]	-4%[38.3 µM]	-3%	3%	-32%	-6%	14%
O=C(Nc1ccccc1)C1CC(=O)n2ncnc2N1 (configuration not stated)	0%	4%	-16%	9%	-28%[10 µM]	0%	4%
CN(C(=O)C1CCOC1)c1nnc(-c2cnccn2)s1 (configuration not stated)	?	-1%[38.3 µM]	-7%	5%	8%	2%[15.4 µM]	8%
O=C(c1cccc(C(=O)N2CCN(c3ncccn3)CC2)c1)N1CCN(c2ncccn2)CC1	12%	6%[38.3 µM]	-5%	3%	-5%	-5%	8%
COc1cc2nc3c4ccccc4n(CC#N)c3nc2cc1OC	28%	3%[38.3 µM]	-8%	9%	-27%	-1%	0%
CC1(c2ccccc2)NC(=O)N(CC(=O)NCCC2=CCCCC2)C1=O (configuration not stated)	7%	-8%[38.3 µM]	-2%	0%	-15%	-9%	15%
Cc1ccn(CC(=O)O)c(=O)c1	9%	2%[38.3 µM]	-2%	2%	11%	2%	3%
O=C(N/N=C/c1cc(Br)ccc1O)c1ccncc1	-45%[9.22 µM]	·	-12%	13%	-16%[10 µM]	·	12%
O=C(COC(=O)CNC(=O)c1ccco1)Nc1ccc(Cl)cn1	-5%	13%[38.3 µM]	2%	1%	-4%	-10%	-3%

Some of the compounds tested; count on the stated rates, not on these rows.
